# Screening data deposited in PubChem BioAssay by National Center for Advancing Translational Sciences (NCATS).
# AmpC det inh: Promiscuous and Specific Inhibitors of AmpC Beta-Lactamase (assay with detergent); P00811; Potency, µM (series often up to 28.7 µM), inactives show at the highest dose activity change, negative = inhibition; 71,000 compounds, 0.09% hits; AID 584, 2007; purified AmpC, nitrocefin hydrolysis with detergent; active = well fitted curve in the direction sought with a large enough effect
# Target sequence (P00811 whole entry, looked up): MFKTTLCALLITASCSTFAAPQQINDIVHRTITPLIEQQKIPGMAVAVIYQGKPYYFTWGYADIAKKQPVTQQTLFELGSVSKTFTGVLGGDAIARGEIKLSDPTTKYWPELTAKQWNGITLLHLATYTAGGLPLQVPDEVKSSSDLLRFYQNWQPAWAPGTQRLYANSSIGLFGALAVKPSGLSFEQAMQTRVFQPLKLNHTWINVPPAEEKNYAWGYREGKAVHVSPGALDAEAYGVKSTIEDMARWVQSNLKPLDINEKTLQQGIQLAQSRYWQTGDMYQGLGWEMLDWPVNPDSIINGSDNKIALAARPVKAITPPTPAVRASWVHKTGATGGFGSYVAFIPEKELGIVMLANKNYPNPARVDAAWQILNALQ
#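 E. coli AmpC (5.3 nM) in 20 mM phosphate pH 7.0 with 0.01% Triton X-100, preincubated 15 min RT with compound; nitrocefin (2 uL of 800 uM stock) hydrolysis followed by 480 nm absorbance every 20 s over 4 min.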
# An asterisk follows results filed as active; [ ] = dose if it differs, or a comment. % is scaled to controls: 0 for no effect and ±100 for the full control effect; potency is read from the fitted curve at half-maximal effect. This is a subset; rates above refer to the full screens.
SMILES,AmpC det inh
CN1CCN(c2ncc3nc(-c4ccc(Cl)cc4)c(=O)n(C)c3n2)CC1,-1%
CC(C)C(=O)Nc1cc2c(cc1C(=O)c1ccccc1)OCCO2,-4%
Nc1nncn1C(=O)c1cc(Br)ccc1Cl,-5%
CN1[C@H]2CC(OC(=O)[C@@H](CO)c3ccccc3)C[C@H]1[C@H]1O[C@H]12 (stereo not given in full),20%[12.8 µM]
CC(=O)c1c(N2CCN(C(=O)C3CCCO3)CC2)nc(=S)n(-c2ccccc2)c1C (stereo not given),-1%
O=C(CN1CCN(c2ccccn2)CC1)Nc1ccc(OCc2ccccc2)cc1,-5%
O=C(CN(C(=O)c1ccc2c(c1)OCCO2)c1ccccc1)NCC1CCCO1 (stereo not given),-2%
COc1ccc(-c2ccnc(SCC(=O)N3CCOCC3)n2)cc1,-3%
Cc1nc(CCNC(=O)c2ccccc2)cs1,0%
O=C(CN1C(=O)C2C3C=CC(C3)C2C1=O)Nc1nc(SCc2ccc(Cl)cc2)n[nH]1 (stereo not given),1%
COC1Cc2ccccc2N(C(=O)N2CCN(CCO)CC2)c2ccccc21 (stereo not given),1%
O=C(Nc1ccccc1C(=O)N1CCOCC1)c1cccc(S(=O)(=O)N2CCCC2)c1,-4%
Nc1nc2c(nc(Br)n2[C@@H]2O[C@H]3COP(=O)(O)O[C@H]3[C@@H]2O)c(=O)[nH]1,1%
CCCNS(=O)(=O)c1ccc(CCC(=O)NCc2ccco2)cc1,-1%
CC(=O)NCCNc1nc(-c2cccc(C#N)c2)nc2ccccc12,11%
CCC1=C(C)C(N2CCOCC2)=NP(N2CCOCC2)(N2CCOCC2)=N1,-6%
COC(=O)c1sccc1NC(=O)c1ccc(Br)o1,-3%
COc1ccc(-c2noc(Cc3cccs3)n2)cc1,9%
CCN1CCC(C(=O)NC2CCCC2)(N(Cc2cccs2)C(=O)Cn2nnc3ccccc32)CC1,10%
COC(=O)C1=C(N)Oc2cc(C)n(CCCn3ccnc3)c(=O)c2C1c1ccc(Cl)cc1 (stereo not given),-3%
COc1cccc(OC)c1C(=O)Nc1ccc2c(c1)OCCO2,10%
Cn1nnc2cc(C(=O)N3CCC(c4ccccc4)C3)ccc21 (stereo not given),-10%
CC(=O)N(C)c1ccc(OCC(O)COc2ccc(N(C)C(C)=O)cc2)cc1,-1%
Cn1c(=O)c2cc(S(=O)(=O)NC(C(=O)Nc3cccnc3)c3ccccc3)ccc2n(C)c1=O (stereo not given),11%
O=P1(NCc2ccco2)COc2ccccc2OC1,-2%
# New compounds follow.
SMILES,AmpC det inh
CCOc1ccccc1OCC(=O)Nc1nnc(C)s1,-3%
COc1ccccc1OCC(=O)Sc1ccc(C)cc1,7%
O=C1CCc2cc(S(=O)(=O)N3CCN(c4cccc(C(F)(F)F)c4)CC3)ccc2N1,2%
CN(c1cccc(NC(=O)CCSc2ccccc2)c1)S(C)(=O)=O,-9%
CCOC(=O)N1CCC(NC(=O)C2CCN(S(=O)(=O)c3cccs3)CC2)CC1,8%
CCCC/C=C/C(NC(=O)OCc1ccccc1Cl)c1ccccc1 (stereo not given),2%
Cc1ccc(N(CC(=O)NCc2ccco2)C(=O)CCC(=O)Nc2ccccn2)cc1C,11%
Clc1cc(Cl)c(Cl)c(Cl)c1,25%
COc1ccc(-c2cc3ccc(OCc4nn[nH]n4)cc3oc2=O)cc1OC,-3%
CC1CC(c2ccccc2)n2nc(N3C(=O)c4ccccc4C3=O)nc2N1 (stereo not given),-3%
COc1ccc(NC(=O)N2CCC3(CC2)CCN(C(=O)c2cccn2C)CC3)cc1,-1%
COC(=O)C(C)Sc1nc2c(c(=O)n(C)c(=O)n2C)n1Cc1cccc(C)c1 (stereo not given),8%
O=C(CN1CCN(c2nc(-c3ccc(F)cc3)cs2)CC1)NCc1ccc2c(c1)OCO2,7%
O=c1c2ccccc2nnn1CSc1nc2ccccc2c(=O)n1Cc1ccco1,-2%
Cc1[nH]nc2c1C(c1ccc(-c3ccccc3C#N)o1)C(C#N)=C(N)O2 (stereo not given),-2%
O=C(CSc1nc2ccccc2o1)N1CCCC1,6%
CCOc1ccc(C(=O)Nc2cccc(-c3nc4cccnc4o3)c2)cc1Cl,-1%
COc1ccccc1Oc1coc2c(CN3CCN(C)CC3)c(O)ccc2c1=O,-3%
N#Cc1c2n(c3c(-c4ccccc4)ncnc13)CCC2,2%
COc1ccc(C2C(C(=O)N3CCN(c4ccccc4)CC3)c3ccccc3C(=O)N2C)cc1 (stereo not given),2%
O=C(CSc1ccccc1)NCc1cccnc1,3%
CSc1nnc(-c2ccc(NC(=O)CCc3ccccc3)cc2)n1C,-1%
OC(C#CCN1CCOCC1)(c1ccccc1)C1CC1 (stereo not given),-2%
CC(CN1CCOCC1)(NS(=O)(=O)c1ccccc1)c1ccccc1 (stereo not given),-4%
[N-]=[N+]=[N-],9%
# (further entries)
SMILES,AmpC det inh
Cc1ccccc1CS(=O)(=O)Cc1ccc(C(=O)NCc2ccco2)o1,22%
O=C(O)CCCNS(=O)(=O)c1ccc(F)cc1,10%
CCOC(=O)c1ccc(NS(=O)(=O)c2ccc3c(c2)oc(=O)n3C)cc1,3%
Cc1c(NC(=O)C23CC4CC(CC(C)(C4)C2)C3)c(=O)n(-c2ccccc2)n1C,-2%
COc1cc(NC(=O)CC(C)C)ccc1NC(=O)c1ccco1,-4%
Cc1noc(C)c1COc1cccc(C(=O)N2CCN(C/C=C/c3ccccc3)CC2)c1,-1%
Cc1cc2ccccc2n2c(SCC(=O)N3CCN(C(=O)c4ccco4)CC3)nnc12,15%
Cc1noc(C)c1CN1C(=O)NC2(CCCCCCC2)C1=O,-1%
O=C(Cn1cc(C(=O)c2cccs2)c2ccccc21)NCC1CCCO1 (stereo not given),9%
COc1ccc(C2c3c(oc4ccc(Cl)cc4c3=O)C(=O)N2Cc2ccco2)cc1OC (stereo not given),12%
CCOC(=O)C1CCN(C(=O)Cn2cc(C(=O)C3CC3)c3ccccc32)CC1,7%
C=CCn1c(NCc2ccccc2)nc2ccccc21,0%
Cc1cc(OCC(=O)O)c(Cl)cc1Cl,-1%[5.75 µM]
CN(C)C(=O)Nc1ccc(Cl)cc1,7%
CSc1ccc(C2C(C#N)=C(N)Oc3c2ccc(=O)c2c(C)oc(C)c32)cc1 (stereo not given),-4%
O=C(CCCSc1nc2ccccc2[nH]1)NCc1ccco1,-1%
Cc1cc(C)cc(NC(=O)C2CCCC2)c1,-4%
COC(=O)c1cn(NC(=O)C2CCCO2)c(=O)c2ccccc12 (stereo not given),0%
Cc1ccc2c(c1)N(CC(=O)NCc1cccs1)C(=O)CO2,0%
O=C(NCCCN1CCCC1=O)C1CCN(S(=O)(=O)N2CCOCC2)CC1,9%
Cc1ccc(-c2noc(CSc3nnnn3C3CCCCC3)n2)cc1,10%
CCOC(=O)c1ccc(N=Cc2nc3ccccc3n2C)cc1,5%
Nc1cccc(C(=O)Nc2ccccc2Cl)c1,-2%
CCN(CC)CCNC(=O)Cc1c(C(=O)O)n(C)c2ccccc12,0%
O=C(COc1ccc(F)cc1)Nc1ccc(-n2cnnn2)cc1,8%

# Among those listed so far, 4 contain a cyano group:
SMILES,AmpC det inh
CC(=O)NCCNc1nc(-c2cccc(C#N)c2)nc2ccccc12,11%
Cc1[nH]nc2c1C(c1ccc(-c3ccccc3C#N)o1)C(C#N)=C(N)O2 (stereo not given),-2%
N#Cc1c2n(c3c(-c4ccccc4)ncnc13)CCC2,2%
CSc1ccc(C2C(C#N)=C(N)Oc3c2ccc(=O)c2c(C)oc(C)c32)cc1 (stereo not given),-4%

# Seven compounds from above, ordered by molar mass, low to high.
SMILES,AmpC det inh
COc1ccc(-c2noc(Cc3cccs3)n2)cc1,9%
CCOc1ccccc1OCC(=O)Nc1nnc(C)s1,-3%
CCOC(=O)c1ccc(NS(=O)(=O)c2ccc3c(c2)oc(=O)n3C)cc1,3%
COc1ccc(-c2cc3ccc(OCc4nn[nH]n4)cc3oc2=O)cc1OC,-3%
CSc1ccc(C2C(C#N)=C(N)Oc3c2ccc(=O)c2c(C)oc(C)c32)cc1 (stereo not given),-4%
COC(=O)C(C)Sc1nc2c(c(=O)n(C)c(=O)n2C)n1Cc1cccc(C)c1 (stereo not given),8%
COc1ccc(C2c3c(oc4ccc(Cl)cc4c3=O)C(=O)N2Cc2ccco2)cc1OC (stereo not given),12%

# (further entries)
SMILES,AmpC det inh
N=C(N)SCc1nc(-c2ccc(Cl)cc2)no1,-4%[5.75 µM]
O=C(NCc1nc2ccccc2[nH]1)c1ccc(S(=O)(=O)N2CCOCC2)cc1,-1%
Cc1cc(C)n(C(=O)COc2c(C)cccc2C)n1,-3%
CN1CCC(O)(c2ccccc2)C(C(=O)c2ccccc2)C1 (stereo not given),-3%
CCC(=O)N1CC(=O)Nc2ccc(Cl)cc2C1c1ccc(F)cc1 (stereo not given),-1%
O=C(O)c1ccc(CNc2ccccc2C(=O)O)cc1,6%
CN(Cc1nc(-c2ccncc2)no1)S(=O)(=O)c1ccc(Cl)cc1,1%
CCOC(=O)c1[nH]c(C)c(C(=O)Nc2ccc3c(c2)CCC3)c1C,2%
O=C(C1CCCCC1)N1CCN(c2ncccn2)CC1,0%
O=C(COc1ccc(Cl)cc1)NCc1nnc(SCC(=O)Nc2ccccc2)o1,-4%
O=C(CCN1CCN(CC(=O)Nc2ccccc2Cl)CC1)Nc1ccccc1F,-4%
CN(Cc1cc2ccccc2[nH]c1=O)S(=O)(=O)c1ccccc1,-4%
C[C@H]1C[C@@H]2[C@@H]([C@@H](O)C[C@@]3(C)[C@H]2CC[C@]3(O)C(=O)CO)[C@@]2(C)C=CC(=O)C=C12,-2%[12.8 µM]
N#Cc1nc(-c2ccc(OCc3ccc(Cl)cc3)cc2)oc1NCc1cccnc1,-6%
CCCC(=O)Nc1nnc(CC(=O)OCC)s1,-2%
COC(=O)c1nc(NC(=O)C(C)(C)C)n[nH]1,-1%
CSCCC1NC(=O)NC1=O (stereo not given),0%
Cc1ccc(-c2noc(-c3ccccc3Br)n2)cc1,10%
CCOC(=O)N1CCN(c2c(-c3ccccc3)c3cc(Cl)ccc3[nH]c2=O)CC1,-6%
COc1ccc2ccccc2c1/C=C\C(=O)c1ccccc1,-4%[5.75 µM]
CN1CCC2=C[C@H](O)[C@@H]3OC(=O)c4cc5c(cc4[C@H]3[C@H]21)OCO5,-3%[12.8 µM]
OC12CCCCC1C(c1ccccc1)NCC2 (stereo not given),-2%
COc1cccc(CSc2nnc(-c3ccco3)n2C)c1,-1%
CCC(C)(C)n1nnnc1C(c1cc2cc(C)ccc2[nH]c1=O)N1CCCC1 (stereo not given),9%
Cc1cc(N2CCN(C)CC2)n2nc(-c3ccc(Cl)cc3)nc2n1,1%[5.75 µM]
# More entries follow:
SMILES,AmpC det inh
CC(=O)c1ccc(NC(=O)c2ccc(S(=O)(=O)N3CCCC3)cc2)cc1,3%
CCOC(=O)C1=C(C)NC(=O)NC1c1ccc(F)cc1 (stereo not given),7%
Cc1c[n+]([O-])n(-c2ccc(C(=O)O)cc2)n1,16%
CC1CCCCC1NC(=O)Cn1cnc2ccccc2c1=O (stereo not given),13%
Cc1ccc(S(=O)(=O)CCSc2nc(C)cc(C)c2C#N)cc1,-4%
COc1ccc(CCC(=O)Nc2ccc(Br)cn2)cc1,-2%
Cc1ccc(-n2c(N)c(C(=O)N3CCN(C)CC3)sc2=S)cc1,-1%
COc1ccc(N2CCN(CCNC(=O)c3nnc(Cc4c(F)cccc4Cl)o3)CC2)cc1,-3%
CCC/C=C(\CCC)C(NC(=O)c1ccc(C(F)(F)F)cc1)c1ccccc1 (stereo not given),3%
Cc1ccc(-c2ccc(CCC(=O)O)n2Cc2ccco2)cc1,1%
CC1CCN(C(=O)Cn2c(=O)oc3ccccc32)CC1,-1%
O=C(Cn1c(=O)oc2cc(S(=O)(=O)N3CCCCCC3)ccc21)NC1CCCCC1,11%
Cc1cccc(C(=O)c2ccccc2C(=O)O)c1O,-8%
O=C(O)CCCC(=O)Nc1ccc(C(=O)N2CCCCC2)c(Cl)c1,-1%
CC(C)OC(=O)CC(=O)CSc1nc2c(cc1C#N)CCC2,-4%
CCOc1ccc(N=NS(=O)(=O)O)cc1,-2%[5.75 µM]
CCc1nnc(NC(=O)CN2CCN(c3ccccc3OC)CC2)s1,-3%
Cc1n[nH]c(C)c1S(=O)(=O)N(CC(=O)NC1CCCC1)c1ccc(C(C)C)cc1,7%
O=S(=O)(O)CCCc1cccc2ccccc12,1%[5.75 µM]
Cc1nnc(NC(=O)CSc2nnnn2Cc2ccccc2)s1,-4%
CN(CCCNC(=O)COc1cc(=O)n(C)c2ccccc12)Cc1ccccc1,-6%
Cn1c(=O)c(-c2ccccc2)nc2cnc(N3CCOCC3)nc21,-2%
COC(=O)[C@H]1C[C@@H]1[C@H](N)c1ccccc1,0%
CCOC(=O)N1CCN(C(=O)CSc2nnc(CNC(=O)c3ccccc3F)o2)CC1,-1%
Cc1cc2c(=O)n(Cc3ccco3)c(SCC(=O)N3CCCc4ccccc43)nc2s1,0%

# Rewritten as tab-separated lines: part of the list above.
SMILES	AmpC det inh
CSc1nnc(-c2ccc(NC(=O)CCc3ccccc3)cc2)n1C	-1%
Cc1cc2ccccc2n2c(SCC(=O)N3CCN(C(=O)c4ccco4)CC3)nnc12	15%

# More structures follow.
SMILES,AmpC det inh
CCCCC1CCC(C(=O)NC2CCS(=O)(=O)C2)CC1 (stereo not given),-4%
COc1ccc2nc(SCC(N)=O)cc(C)c2c1,13%
O=C(Nc1cccc(F)c1)N1CC=C(n2c(=O)[nH]c3ccccc32)CC1,-7%
C=CCn1sc(=N)c(C#N)c1N,24%
CCn1nnc(NC(=O)c2cc(Cl)c(OC)c(Cl)c2)n1,10%
Cc1sc2ncnc(Sc3nnnn3-c3ccccc3)c2c1C,-2%
c1ccc2c3c(cc(N4CCOCC4)c2c1)OC1(N2CCOCC2)CCCCC1O3 (stereo not given),4%
CCOC(=O)c1ccc(N2C(=O)CC(N3CCOCC3)C2=O)cc1 (stereo not given),-4%
